RBX1-CUL1 inh: inhibitors of human ROC1-CUL1 ubiquitin ligase activity. E3 ubiquitin-protein ligase RBX1 (Homo sapiens) + Cullin-1 (Homo sapiens), P62877+Q13616. in vitro K48 di-Ub FRET, acceptor:donor ratio, 45 min. inhibition, % at 10 µM. actives 0.6% (n = 140,000). AID 1347404, 2020; in the data active = inhibition above about 25%
Target sequence (P62877 whole entry, looked up): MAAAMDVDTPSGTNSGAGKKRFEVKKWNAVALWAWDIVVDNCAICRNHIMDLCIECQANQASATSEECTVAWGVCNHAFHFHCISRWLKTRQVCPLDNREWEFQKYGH
Target sequence (Q13616 whole entry, looked up): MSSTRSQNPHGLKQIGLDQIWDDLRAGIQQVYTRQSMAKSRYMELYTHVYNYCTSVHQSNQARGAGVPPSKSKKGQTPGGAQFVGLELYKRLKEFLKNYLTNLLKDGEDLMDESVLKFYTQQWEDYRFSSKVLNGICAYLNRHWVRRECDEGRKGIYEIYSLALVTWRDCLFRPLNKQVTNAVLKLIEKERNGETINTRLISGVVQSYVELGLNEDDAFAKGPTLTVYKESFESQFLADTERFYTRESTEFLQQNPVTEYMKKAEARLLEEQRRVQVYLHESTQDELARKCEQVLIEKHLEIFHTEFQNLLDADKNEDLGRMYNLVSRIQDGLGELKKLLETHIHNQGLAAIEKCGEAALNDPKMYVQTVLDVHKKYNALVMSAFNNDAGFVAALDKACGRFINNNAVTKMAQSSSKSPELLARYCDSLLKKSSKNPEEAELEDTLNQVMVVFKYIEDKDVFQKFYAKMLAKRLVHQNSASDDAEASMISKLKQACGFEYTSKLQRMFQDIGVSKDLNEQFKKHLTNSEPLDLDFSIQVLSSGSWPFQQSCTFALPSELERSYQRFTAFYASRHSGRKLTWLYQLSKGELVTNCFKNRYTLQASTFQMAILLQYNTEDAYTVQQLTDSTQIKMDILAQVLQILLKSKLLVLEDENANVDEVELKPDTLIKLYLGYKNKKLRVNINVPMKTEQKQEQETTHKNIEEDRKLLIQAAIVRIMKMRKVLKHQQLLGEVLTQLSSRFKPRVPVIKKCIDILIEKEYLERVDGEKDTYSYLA
Active calls of the source: *. A portion of the library; count on the stated rates, not on these rows.

Sample of the layout:
molecule	RBX1-CUL1 inh
CC(C)NC(=O)c1sc2nc(-c3cccs3)cc(-c3cccs3)c2c1N	0.2
Cc1ccc(-n2c(SCc3ccccc3)nc3c([nH]c4ccccc43)c2=O)cc1	-5.5
CCN(CC)C1CCN(Cc2cnc(S(=O)(=O)C(C)C)n2Cc2ccccc2F)C1 (stereo not given)	7.7
Cc1ccccc1N=C(N)c1ccccc1	-7.7
Cc1ccc(C)c(C(=O)COC(=O)c2ccccc2Cl)c1	4.4
CCCCOc1ccc(CNC(=O)Cc2ccc(NC(=O)N3CCSc4ncccc43)cc2)cc1	-7.7

This part in full, repeating the preview:
molecule	RBX1-CUL1 inh
CC(C)NC(=O)c1sc2nc(-c3cccs3)cc(-c3cccs3)c2c1N	0.2
Cc1ccc(-n2c(SCc3ccccc3)nc3c([nH]c4ccccc43)c2=O)cc1	-5.5
CCN(CC)C1CCN(Cc2cnc(S(=O)(=O)C(C)C)n2Cc2ccccc2F)C1 (stereo not given)	7.7
Cc1ccccc1N=C(N)c1ccccc1	-7.7
Cc1ccc(C)c(C(=O)COC(=O)c2ccccc2Cl)c1	4.4
CCCCOc1ccc(CNC(=O)Cc2ccc(NC(=O)N3CCSc4ncccc43)cc2)cc1	-7.7
COc1ccc(C2C3=C(CCCC3=O)N(c3cccc(C(F)(F)F)c3)C3=C2C(=O)CCC3)cc1O	5.7
COc1ccccc1NC(=O)c1c(C)cc(C)nc1SCC(=O)Nc1cccc(C)c1	-0.8
C1CC2CN(c3nc4nonc4nc3N3CCOCC3)CCN2C1 (stereo not given)	3.6
O=C(CSc1nnc(-c2cccnc2)n1-c1ccccc1)N1CCOCC1	14.2
COc1cccc(-c2nc(S(=O)(=O)c3ccccc3)c(N3CCC(C)CC3)o2)c1	-7.3
CCCCSc1nnc2c(n1)OC(c1ccc(OC(C)C)cc1)N(C(C)=O)c1ccccc1-2 (stereo not given)	7.2
C(C=Nc1cccc2ccccc12)=Nc1cccc2ccccc12	-6.4
Cc1nn2c(C)c(C(=O)NCCc3ccccc3)cnc2c1-c1ccccc1	-3.4
Cc1c(-c2ccccc2)nc(-c2ccccc2)[nH]c1=O	0.9
CCCc1c(C(=O)NC2CCCC2)nnn1-c1ccc(Cl)cc1	10.8
O=C(CSc1nnc(COc2ccc(Cl)cc2)o1)Nc1ccc(Cl)cc1	1.1
CCOC(=O)NC(OCC1(CC)COC1)(C(F)(F)F)C(F)(F)F	6.2
Cc1ccccc1C(=O)N1CCN(c2ccc(NC(=O)COc3cccc4ccccc34)cc2)CC1	-4.4
COc1ccc(OC)c(C2c3ccc(O)cc3OC(=N)C2C#N)c1 (stereo not given)	2.3
CC1CCc2c(sc(NC(=O)/C=C/c3ccc(Cl)cc3Cl)c2C(=O)OC(C)C)C1 (stereo not given)	5.1
S=c1[nH]nc(CSc2ccccc2)n1-c1ccccc1	-3.3
C=CCSc1nc(N)c2c3c(sc2n1)CC(C(C)(C)C)CC3 (stereo not given)	-8.9
COc1ccc([N+](=O)[O-])cc1NC(=O)c1ccc(-c2ccccc2)cc1	1.3

Retrieved one by one from the entries so far (two):
molecule	RBX1-CUL1 inh
COc1ccc([N+](=O)[O-])cc1NC(=O)c1ccc(-c2ccccc2)cc1	1.3
CC1CCc2c(sc(NC(=O)/C=C/c3ccc(Cl)cc3Cl)c2C(=O)OC(C)C)C1 (stereo not given)	5.1

(next part)
molecule	RBX1-CUL1 inh
Fc1ccc(CN2CCCC(c3ccnc(SCCN4CCCC4)n3)C2)c(F)c1 (stereo not given)	15.2
CCCCc1[nH]nc2c1C1(C(=O)N(CC)c3ccccc31)C(C#N)C(=N)O2 (stereo not given)	-8.9
CC(C)(C)c1ccc(C(=O)NCC(c2ccco2)S(=O)(=O)c2ccc(F)cc2)cc1 (stereo not given)	-7.3
CCOc1ccc2nc(SC3CC(=O)N(c4cccc(Cl)c4)C3=O)sc2c1 (stereo not given)	-1.0
CCc1nc(NCCO)c2oc3ccccc3c2n1	-3.9
Cc1cc(C(=O)N2CCC(n3nccc3NC(=O)C3CC3)CC2)c(C)o1	-1.1
CCn1c(=O)c2c(nc3n(C4CCCCC4)c(C)c(C)n23)n(C)c1=O	0.7
CC1=C(C(=O)OC(C)C)C(c2ccc(C(C)C)cc2)N2C(=O)CCSC2=N1 (stereo not given)	5.3
COc1ccc(-c2nc3ccccc3n3c(-c4ccccc4)c4c(=O)n(C)c(=O)n(C)c4c23)cc1	4.8
O=C(Nc1cc2c(cc1C(=O)c1ccccc1Cl)OCCO2)c1cccc(Cl)c1	-4.9
O=C(c1ccc(-c2cccc(-c3ccn(CCO)n3)c2)cc1)C1CC1	4.2
CN(C)c1ccc(C(SCCC(=O)O)SCCC(=O)O)cc1	-14.6
Cc1cc(C)c(NC(=O)C(C)Oc2ccccc2)c(C)c1 (stereo not given)	-12.5
Cc1ncc2c(c1-c1noc(-c3ccco3)n1)CCN(Cc1nc[nH]c1C)C2	-3.2
COc1ccc(C2c3c(-c4c(C)cc(C)cc4O)n[nH]c3C(=O)N2Cc2ccco2)cc1 (stereo not given)	1.6
Cc1ccc(C(=O)Nc2ccc(S(=O)(=O)Nc3cc(C)cc(C)c3)cc2)cc1	2.2
CC(C)(C)c1ccc(C(C)(C)C)c(N=Cc2ccc3ccccc3n2)c1	-7.2
CC1CN(C(=O)c2cccc(COc3ccc(Br)cc3)c2)CC(C)O1 (stereo not given)	13.5
COc1ccc(S(=O)(=O)NCC2CCCN(Cc3cc(C(C)C)n[nH]3)C2)cc1 (stereo not given)	-1.6
Cc1cccc(C)c1NC(=O)c1ccc2nc(CCc3ccccc3)oc2c1	-7.1
Cc1ccc(Nc2cc(C(=O)NC3CCCC3)c3ccccc3n2)c(C)c1	-10.7
COc1ccc(-c2cc(-c3ccccc3)nc3sc(C(=O)Nc4ccc(C)c(C)c4)c(N)c23)cc1	-5.3
O=C1N=C(Cc2ccc(Cl)s2)C(=O)N1c1ccccc1	-1.5
COc1ccc(-n2nc3ccc(NC(=O)C(C)(C)C)cc3n2)cc1	0.7
COc1cccc(-c2nnc(SCC(=O)Nc3ccc(Cl)cn3)o2)c1	-1.2
CC(=O)c1cccc(CN2CCc3ccc(NC(=O)C4CCCO4)cc3C2)c1 (stereo not given)	3.9
O=C(c1cc(-c2ccc(Cl)s2)nc2ccccc12)N1CCN(Cc2ccccc2)CC1	-2.8
COc1nc(OC)nc(N2CCc3[nH]nc(CC(C)C)c3C2)n1	5.3
CC(C)c1ccc(S(=O)(=O)Nc2ccc3oc4c(c3c2)C(=O)CC(C)(C)C4)cc1	-3.1
CO[C@H]1[C@H](NC(=O)Cc2ccccc2)c2ccccc2C12CCN(C(=O)c1ccc3cc[nH]c3c1)CC2	0.2
COc1cc(C2C3=C(CCCC3=O)OC3=C2C(=O)CCC3)cc(Br)c1O	20.1
N#Cc1ccsc1NC(=O)CSc1nc2scc(-c3ccccc3)c2c(=O)n1-c1ccccc1	0.0
CCCCCOC(=O)C(C)n1cnc2scc(-c3ccccc3)c2c1=O (stereo not given)	-4.6
Cc1ccc(-c2c3c(nc4sc(C(=O)Nc5ccc(Oc6ccccc6)cc5)c(N)c24)CCCC3)o1	2.0
Cc1ccccc1-n1c(-c2ccc3ccccc3n2)n[nH]c1=S	-1.6
Nc1nc(N=Nc2ccc(O)c(C(=O)O)c2)[nH]c1N	-5.5
COc1cccc(N2CCN(C(=O)c3cc4cc5cc(C)ccc5nc4s3)CC2)c1	1.5
Cc1ccc(-c2cc(-c3ccco3)c(C#N)c(SCC(=O)Nc3ccc(Cl)c(Cl)c3)n2)cc1	-5.1
O=C(CCN1C(=O)c2ccccc2C1=O)N1CCN(CCO)CC1	-7.1
O=C1C2CSCN2C(=O)N1c1ccc(Cl)cc1 (stereo not given)	7.6
O=C(NCCc1c[nH]c2ccccc12)Nc1ccccc1C(F)(F)F	-4.3
COc1cc(C(=O)N2CCN(c3ccc(C)c(C)c3)CC2)cc(OC)c1OC	-6.5
CCOC(=O)N1CCC(N2CCCC(CNC(=O)CCc3ccccc3)C2)CC1 (stereo not given)	-3.5
Cc1ccc(NCn2nc(-c3ccc(C(C)(C)C)cc3)oc2=S)cc1	10.7
Cc1ccsc1/C=N\NC(=O)COc1cc(Cl)ccc1Cl	2.0
Cc1ccccc1Nc1ccccc1C(=O)N1CCCCC1	-7.7
COc1ccc(N2CCN(S(=O)(=O)CCNC(=O)Cc3ccc(Cl)cc3)CC2)cc1	0.2
Nc1nc(SCC(=O)NCc2ccccn2)nc2sc3c(c12)CCCC3	9.9
Cc1cc(C(=O)N2CCN(Cc3cccc(F)c3)CC2)cs1	-10.3
O=C(Nc1cc2c(cc1Cl)OCCO2)c1ccccc1F	0.6
CCCC(C)NC(=O)c1cc(Cl)ccc1Cl (stereo not given)	-5.5
CC1(OC(=O)c2cccc(Cl)c2)CCCSC1 (stereo not given)	0.1
COC(=O)c1sc2cccc(F)c2c1S(=O)(=O)N1CCN(c2ccc(F)cc2)CC1	-2.7
COc1ccc2nc(-c3ccccc3)c(-c3ccccc3)nc2c1	9.5
COc1ccc(-n2nc(-n3cnc4ccccc43)c(C)c(C#N)c2=O)cc1	-0.3
COc1cc(CN2CCCC2)ccc1OCC(O)CN1CCCCCCC1 (stereo not given)	0.8
CC1=NN(c2ccc(F)cc2)C(=O)C1C(c1ccccc1)c1c(C)[nH]n(-c2ccc(F)cc2)c1=O (stereo not given)	-14.1
O=C(O)c1ccc2[nH]c(=O)c(=O)[nH]c2c1	8.5
CCOC(=O)c1cc(-c2ccccc2)n(-c2cccc(C(=O)NC(C)(C)C)c2)c1C	-0.3
COc1ccc(C2=NCCO2)cc1OC1CCCC1	-3.4

The list goes on.
molecule	RBX1-CUL1 inh
S=C(c1ccc2ccccc2c1)N1CCCCC1	3.2
Cc1cccc(C)c1Oc1ncccc1CNC(=O)CCc1scnc1C	-2.9
O=C(c1ccccc1)C1CCN(C(=O)c2cn(CC3CCCO3)nn2)CC1 (stereo not given)	3.2
CCc1ccc(CNC(=O)CN(c2ccc(C)cc2)S(=O)(=O)N(C)C)cc1	-4.8
Cc1ccc(-c2nc3cccnc3o2)cc1NC(=O)C(C)C	0.7
CN(Cc1cccnc1)C(=O)C1CCC(=O)N(Cc2cccc(C(F)(F)F)c2)C1 (stereo not given)	18.0
CC1=Nn2c(nnc(C)c2=O)C1C(=O)c1ccccc1 (stereo not given)	-6.0
COc1cccc(CNC(=O)CSC2=Nc3ccccc3N=C(c3ccc(F)cc3)C2)c1	-5.7
CCc1ccccc1N1CC(c2nc3ccccc3n2CC(C)C)CC1=O (stereo not given)	-0.3
CN1CCN(CC(O)COc2ccc(CNCc3ccc(Cl)s3)cc2)CC1 (stereo not given)	2.4
COc1ccc(-n2c(=O)c3c4c(sc3n3c(SCC(=O)c5ccccc5)nnc23)COC(C)(C)C4)cc1	-9.3
COc1ccc(-c2csc3nc(-c4ccc(F)cc4)oc(=O)c23)cc1	10.1
CCc1ccc(C2CC(=O)c3c([nH]c(C(=O)OCCOc4ccccc4)c3C)C2)cc1 (stereo not given)	0.6
Cc1ccc(N2C(=O)C3CCC(c4ccccc4)CC3C2=O)cc1 (stereo not given)	4.0
CC(C)(C)C(=O)NC1CCS(=O)(=O)C1 (stereo not given)	4.8
Cn1ccnc1SCC(=O)Nc1cccc(O)c1	3.4
O=C(O)C1CCC2C(=O)N3C(C(=O)O)CCC3C(=O)N12 (stereo not given)	3.9
O=C(COc1ccccc1)Nc1ccc2nc(SCC(=O)N3CCOCC3)sc2c1	5.8
O=C(NCCCNCCCNC(=O)/C(=N/O)c1ccccc1)/C(=N/O)c1ccccc1	1.3
Cc1nnc(-c2cccc(NC(=O)C3CCCCN3C(=O)CC3CC3)c2)s1 (stereo not given)	6.8
Cc1ccc(Cn2c(=O)n(Cc3ccccc3)c(=O)c3c(C)c(C)sc32)cc1	-11.2
O=C(N/N=C/c1ccc(O)cc1O)c1cnccn1	-4.1
CN(Cc1ccsc1)Cc1cnc(S(=O)(=O)CC2CC2)n1CC1CCCO1 (stereo not given)	15.6
O=C(CCC(F)(F)F)N1CCOc2ccc(C(O)C(c3ccccc3)c3ccccc3)cc2C1 (stereo not given)	3.4
Nc1ncc(Br)c2ccccc12	-5.1
Cc1cc(S(=O)(=O)C(CNC(=O)c2ccc(OC(C)C)cc2)c2cccs2)ccc1F (stereo not given)	2.3
Cc1cc(S(=O)(=O)NCCc2csc(-c3cccc(F)c3)n2)ccc1F	-0.6
COc1ccc(CN2C(=O)O[C@@H]3CN(Cc4cccc(O)c4)C[C@@H]32)cc1OC	4.9
COc1ccc(NC(=O)CC2SC(=NC3CCCCC3)N(C3CCCCC3)C2=O)cc1 (stereo not given)	-3.5
C(#CC1(N2CCOCC2)CCCC1)c1ccccc1	-1.1
O=C(Cc1cccnc1)NC1CC(=O)N(Cc2ccccc2C(F)(F)F)C1 (stereo not given)	-2.2
Cc1cccc(Oc2cc(-n3ncc(C#N)c3N)nc(C)n2)c1	-2.9
CCCCCOC(=O)C1C2C=CC3(CN(c4ccc(OC)cc4)C(=O)C13)O2 (stereo not given)	0.8
Cc1cc(C)c2c(c1)C(C)(C)C(c1ccccc1)N2 (stereo not given)	-0.8
CC(C)(C)C1=CC2(C=C(C(C)(C)C)C1=O)Nc1ccccc1N(S(=O)(=O)c1ccc([N+](=O)[O-])cc1)C2C(=O)c1ccc(Br)cc1 (stereo not given)	-2.5
COc1ccc(C(=O)/C=C/c2ccccc2C(F)(F)F)c(OC)c1	-0.6
c1ccc(CCCNc2ccc(-c3nc(C4CC4)no3)cn2)nc1	-1.6
COc1cccc(C2c3[nH]c4ccccc4c3CCN2Cc2ccc(CO)o2)c1OC (stereo not given)	8.3
